# CDK5 inh = inhibitors of human CDK5/p35 kinase, primary screen, biochemical, single concentration; Cyclin-dependent kinase 5 (Homo sapiens) + Cyclin-dependent kinase 5 activator 1 (Homo …; Recombinant CDK5/p35, ADP-Glo luminescence, 60 min; inhibition, % at 10 µM; hit rate 0.01% among 330,000; AID 488839, 2010;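 active = highest replicate inhibition of at least 50% and at least 75% of replicates reaching 50%; inconclusive = only one of the two criteria met; inactive = both criteria failed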;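 note: plate controls were DMSO neutral control for no effect and GW8510 at 10 µM for full effect; many of its hits are not listed in these tables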
# V-ATPase pH = regulators of yeast V-ATPase proton pumping, primary screen, pHLuorin cytosolic pH fluorescence | S. cerevisiae | response, % at 10 µM | hit rate 0.37% among 350,000; in the data active = response mostly above about 7.3%, no sharp cut-off; inactive = mostly below about 5.4%; note: actives read high; inactives centre near 0; some compounds called inactive have numbers as strong as hits
# CAL PDZ FP-1 = untagged CAL PDZ binding inhibitors, primary screen, biochemical, fluorescence polarization, HTS. Golgi-associated PDZ and coiled-coil motif-containing protein (Homo sapiens), Q9HD26. purified CAL PDZ, TMR-peptide fluorescence polarization, 1 h. inhibition, % at 24.9 µM. hit rate 0.92% among 300,000. AID 602252, 2012;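 active = mean inhibition of at least 30% with at least half of replicates also reaching 30%; inconclusive = no clear call, values can overlap the other calls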;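 note: 0% = DMSO neutral control and 100% = excess unlabeled competitor peptide PRC23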
# Tat transport = E. coli Tat export inhibitors, primary screen, MC4100, TorA-mCherry reporter, fluorescence, single point | hit rate 0.036% among 340,000 | inhibition, % at 10 µM;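 active = mean replicate inhibition at least 50% and at least half of replicates individually reaching 50%; inconclusive = only one of the two criteria met; inactive = neither criterion met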;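 note: exported cargo escapes ClpAP degradation while cytoplasmic cargo is degraded and loses fluorescence; 0% = median of neutral control wells and 100% = median of NaSCN control wells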
# RTF Ca sens act = cardiac RTF calcium sensitivity activators, primary screen, biochemical, IANBD-TnC fluorescence, EC20 calcium; IANBD-labeled TnC RTF fluorescence at EC20 calcium; 0% EC20 calcium, 100% full calcium; activation, % at 7.2 µM; hit rate 0.24% among 340,000;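 active = activation above the mean over all tested compounds plus 3 SD, cut at about 30% in these data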;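 note: rise in fluorescence read as greater calcium sensitivity of cardiac thin filaments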
# Wnt bcat act = Wnt/beta-catenin pathway activators, primary screen, cell-based, plate reader, single point. Wnt/beta-catenin reporter cell assay, activator. AID 743398, 2014. activation, % at 9.35 µM. hit rate 1.2% among 300,000; in the data active = activation above about 30%, passing the limit was not always enough; inconclusive = no clear call, values can overlap the other calls;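 note: 0% = neutral control wells and 100% = positive control wells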
# dFosB activator = activators of delta FosB homodimer, primary screen, biochemical, fluorescence polarization, TAMRA-CDK5 oligo, single point; purified delta FosB; percent of positive-control signal above neutral wells; hit rate 0.99% among 340,000; activation, % at 25 µM; Protein FosB (Mus musculus), P13346;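 active = mean activation above about 17%, with every replicate also reaching it, limit read from the data, passing the limit was not always enough; inconclusive = only one of the two conditions met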;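 note: fluorescence polarization rise as delta FosB binds a TAMRA Cdk5 AP-1 oligo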
# Target sequence (P13346 whole entry, looked up): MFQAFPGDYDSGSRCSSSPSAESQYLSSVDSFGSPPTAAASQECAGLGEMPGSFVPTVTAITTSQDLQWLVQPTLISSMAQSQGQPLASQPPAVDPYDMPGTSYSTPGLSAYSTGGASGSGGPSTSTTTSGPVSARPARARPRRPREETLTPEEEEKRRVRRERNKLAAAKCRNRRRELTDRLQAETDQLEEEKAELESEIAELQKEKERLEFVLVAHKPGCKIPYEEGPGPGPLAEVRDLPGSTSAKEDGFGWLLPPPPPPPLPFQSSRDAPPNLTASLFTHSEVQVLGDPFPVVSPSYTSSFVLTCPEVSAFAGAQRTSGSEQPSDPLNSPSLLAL
# CAL PDZ FP-2 = CAL PDZ peptide-binding inhibitors, primary screen, biochemical, fluorescence polarization, Cer-tagged CAL PDZ, HTS. Golgi-associated PDZ and coiled-coil motif-containing protein (Homo sapiens), Q9HD26. purified CAL PDZ, TMR-peptide fluorescence polarization, 1 h. inhibition, % at 20 µM. hit rate 0.02% among 330,000. AID 504414, 2011;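 active = highest replicate inhibition of at least 40%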;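 note: plate controls were DMSO neutral control wells for no effect and unlabeled competitor peptide control wells for full effect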
#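 material = purified tagged CAL PDZ domain construct (CerCALP) | buffer or medium = sodium phosphate/NaCl buffer pH 7.4 with TCEP, IgG, Thesit | reagent = TMR-labelled reporter peptide T*-PRC34 bound in PDZ groove | incubation = 1 h room-temperature incubation prior to read | measured by = fluorescence polarization (mP) | evaluation = percent inhibition from loss of millipolarization | control set = unlabelled peptide and DMSO controls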
# Rtt109 Vps75 = inhibitors of C. albicans Rtt109/Vps75 HAT, primary screen, biochemical, ThioGlo CoA-SH fluorescence, plate reader; purified Rtt109/Vps75, 4 h; hit rate 0.16% among 330,000; inhibition, % at 34.9 µM;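 active = inhibition of at least 50% in every replicate; inconclusive = best replicate reaches 50% inhibition but some replicates fall short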
# Target sequence (Q5AAJ8 whole entry, looked up): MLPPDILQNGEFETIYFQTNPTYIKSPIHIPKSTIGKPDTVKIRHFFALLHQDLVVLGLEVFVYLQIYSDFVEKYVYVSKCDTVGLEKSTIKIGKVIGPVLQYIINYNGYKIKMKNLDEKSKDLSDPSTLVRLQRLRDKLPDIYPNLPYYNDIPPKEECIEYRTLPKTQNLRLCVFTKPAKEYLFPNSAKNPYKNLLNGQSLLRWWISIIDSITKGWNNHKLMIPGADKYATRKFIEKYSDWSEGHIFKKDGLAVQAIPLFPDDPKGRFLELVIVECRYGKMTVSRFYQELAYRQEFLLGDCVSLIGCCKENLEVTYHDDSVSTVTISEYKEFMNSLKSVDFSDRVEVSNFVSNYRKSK
# MITF TRPM1 HTS = activators of MITF-driven TRPM1 promoter reporter, primary screen, cell-based, SK-MEL-5, luciferase, single point; SK-MEL-5 TRPM1-promoter luciferase, 24 h; % of positive control, neutral wells = 0; activation, % at 12.5 µM; hit rate 0.75% among 300,000; AID 588334, 2011;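 active = mean activation of at least 80% with every replicate also reaching 80%; inconclusive = mean reaches 80% but some replicate falls short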;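 note: 0% = neutral control wells and 100% = parthenolide positive control wells; values of inactives mirror those of a sister screen read the other way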
# An asterisk follows results filed as active; ? = inconclusive; . = not tested or not shown.
CDK5 inh	V-ATPase pH	CAL PDZ FP-1	Tat transport	RTF Ca sens act	Wnt bcat act	dFosB activator	CAL PDZ FP-2	Rtt109 Vps75	MITF TRPM1 HTS	SMILES
0.5	-2	-3	0	-1	-3	-5	-0.8	2	.	CCN(CC)CCn1c(=S)[nH]c2ncccc2c1=O
0.0	-3	0	-3	5	0	-4	0.6	-29	24	COc1ccc(CC(=O)c2ccc(OC3OC(CO)C(O)C(O)C3O)cc2O)cc1 (stereo not given)
1.0	1	-3	-4	1	-1	-4	0.2	5	-13	Cc1nn(C)c(Cl)c1CN1CCC(Oc2ccc(C(=O)N3CCCC3)cc2)CC1
2.3	-3	-3	-5	-6	0	7	-2.1	-3	-3	O=C(Nc1cnccn1)Nc1cccc(Cl)c1Cl
0.7	-2	0	-9	-7	-3	2	-2.8	5	8	CCn1c(CNC(=O)c2ccc(Cl)cc2)nnc1SCC(=O)NC1=NCCS1
0.0	2	-9	6	4	-1	-3	15	-7	-6	Cc1c(NC(=O)CSc2nnc(-c3ccncc3)o2)c(=O)n(-c2ccccc2)n1C
0.9	2	-1	-1	5	.	-4	-2.0	1	60	CCc1c(C)sc(NC(=O)c2cccs2)c1C(N)=O
-1.1	-1	4	-5	-6	0	2	-0.2	-2	7	O=C(Cn1cnc2c(NCc3ccccc3)ncnc21)NCc1ccccn1
-2.2	2	3	3	1	-5	-9	-0.9	-5	6	CC(=O)c1cc(CN2CCC(N3CCC(C(=O)NC(C)C)CC3)CC2)cs1
1.6	-3	-5	9	-7	0	-10	-0.4	-1	7	FC(F)(F)c1ccc(/C=N/n2c(C3CCCCC3)n[nH]c2=S)cc1
-0.4	3	-7	3	-6	1	-10	-4.6	-11	-5	CC(C)c1nnc(NC(=O)C2CCCN(C(=O)Nc3ccc(F)cc3)C2)s1 (stereo not given)
0.6	-2	18	-2	-1	-1	-3	-0.1	-4	5	Cc1c(Cl)cccc1NC(=O)c1cccc(NC(=O)CCC(=O)O)c1
1.9	1	-4	-1	12	-1	-4	0.0	7	3	Cn1[nH]cc(C=NC(N)=O)c1=O
2.8	2	0	7	1	-1	-9	-0.9	-13	4	Cc1noc(C)c1S(=O)(=O)Nc1ccc2c(c1)C(=O)N([C@H](C)CO)C[C@H](C)[C@@H](CN(C)C(=O)Nc1ccc3c(c1)OCO3)O2
-1.9	6	.	-1	6	.	-4	-0.3	-10	4	CN1CCc2c(sc3c2c(NCc2ccco2)nc2nnnn23)C1
0.8	0	-5	20	4	.	-5	-3.3	4	-7	CCCC(=O)N1CCN(c2nc(CC(C)C)c3c(c2C#N)CCC3)CC1
0.5	-2	-2	26	-5	-3	-3	-4.5	10	-24	Cc1ccc2nc(N=C(N)N)nc(C)c2c1
3.0	4	-2	-3	61*	2	-2	-0.9	-9	14	COCCN(C(=O)CN1CCCc2ccccc21)c1c(N)n(Cc2ccccc2)c(=O)[nH]c1=O
4.6	0	0	-3	4	11	5	0.7	-7	.	Cc1cc(C(=O)Nc2ccc([N+](=O)[O-])cn2)cs1
-1.5	0	0	2	-4	0	-4	-0.8	-3	-6	Cc1ccnc(NC(=O)CCC(=O)N(CC(=O)NCC2CCCO2)Cc2ccc(F)cc2)c1 (stereo not given)
-1.1	2	1	4	12	20	0	-0.5	-10	7	C#CCOCCOCCOCCNc1nc(N2CCN(C(=O)[C@H]([C@@H](C)CC)n3cc(CCC(=O)O)nn3)CC2)nc(N2CCN(C(=O)[C@H](C)n3cc(CCCN=C(N)N)nn3)CC2)n1
-0.7	-1	-3	-10	0	.	2	0.9	2	.	CCCC(O)(CCN1CCOCC1)c1ccc(Br)cc1 (stereo not given)
-0.7	7	-1	1	2	-1	-5	-1.1	5	8	COc1ccccc1CCN1CCCC(CN(C)C(=O)c2ccc3nc[nH]c3c2)C1 (stereo not given)
4.2	-2	-3	-9	-3	-7	-1	-7.5	?	-22	Cc1ccc(N/C(N)=N/c2nc(C)cc(N3CCCCC3)n2)c(C)c1
0.5	2	-2	-5	0	-3	-11	-3.5	-6	0	O=C(Nc1cccc(-c2nn[nH]n2)c1)c1ccc(Cl)s1
0.3	3	1	0	0	-4	0	-1.2	10	10	CC(C)(c1ccccc1)c1ccc(OCCN)cc1
-0.7	3	-8	7	1	.	-6	.	0	-3	O=C(c1ccc(Cl)c(S(=O)(=O)Nc2ccc(F)cc2)c1)N1CCN(c2ccccn2)CC1
-0.7	1	-3	-3	3	-2	-2	-1.6	5	3	COc1cc(C(C)=O)ccc1OCC(=O)NCC1(N2CCCCC2)CCCCC1
-0.5	-1	-3	-7	4	-2	3	-2.4	8	8	O=C(CCc1c[nH]c2ccccc12)NCc1ccco1
0.5	-1	-8	-1	-2	7	-15	-0.5	-6	101*	O=C(NC(=S)Nc1ncccn1)c1ccc(F)cc1
-3.7	1	-3	-1	-2	-1	-13	-6.7	0	-3	CCCCN(CC)CCCNC(=O)c1ccc(CS(=O)(=O)c2c(Cl)cccc2Cl)o1
0.5	1	0	-3	-1	-4	0	-2.1	2	5	COc1ccccc1NC(=O)c1ccc2c(c1)C(=O)N(Cc1ccco1)C2=O
-2.4	-2	.	-4	3	-1	-2	0.0	-2	10	CC(C)NC(=O)COC(=O)Cn1[nH]c(=O)c2ccccc2c1=O
0.5	-1	-1	2	-1	3	-10	-0.7	1	2	CN(Cc1ccccc1)c1nc2nonc2nc1N1CCCC(CN2CCCC2=O)C1 (stereo not given)
0.1	-1	-2	0	-2	4	-2	-0.6	-11	-4	Cc1ccc(-c2nnc(SCCC(=O)N3CCOCC3)o2)cc1
-1.8	4	-4	-1	12	.	-11	-2.1	-2	-4	Cc1cc2ccccc2c(=O)n1CC(=O)NC1CCCCCC1
-1.8	1	-3	3	3	1	3	-1.1	0	.	CCCN1Cc2cccc(C(=O)NC(C)c3cccs3)c2C1=O (stereo not given)
0.4	-1	0	0	0	-3	0	-1.2	0	-8	CCOc1ccc(N(C)C(=O)CCc2nnc3ccc(NCc4ccco4)nn23)cc1
0.3	6	-1	-5	-2	0	-3	-0.5	4	3	C=CCOc1ccc(/C=N/NC(=O)CN(c2cc(Cl)ccc2OC)S(=O)(=O)c2ccc(C)c([N+](=O)[O-])c2)cc1
0.4	2	.	1	-1	-2	-1	0.3	-4	.	Cc1ccc(C)c(OCC(O)CN2CCCCC2C)c1 (stereo not given)

# Only Tat transport, MITF TRPM1 HTS and Rtt109 Vps75, for some of the entries so far:
molecule	Tat transport	MITF TRPM1 HTS	Rtt109 Vps75
O=C(c1ccc(Cl)c(S(=O)(=O)Nc2ccc(F)cc2)c1)N1CCN(c2ccccn2)CC1	7	-3	0
COc1cc(C(C)=O)ccc1OCC(=O)NCC1(N2CCCCC2)CCCCC1	-3	3	5

# The listing continues.
CDK5 inh	V-ATPase pH	CAL PDZ FP-1	Tat transport	RTF Ca sens act	Wnt bcat act	dFosB activator	CAL PDZ FP-2	Rtt109 Vps75	MITF TRPM1 HTS	SMILES
-1.9	-8	1	2	3	-2	-5	.	0	60	O=C(O)Cn1cc(/C=c2/sc3nc4ccccc4n3c2=O)c2ccccc21
0.6	4	-6	-5	-3	.	9	0.5	11	-12	COC(=O)Nc1nn(Cc2ccccc2F)cc1Br
-5.7	4	-6	-4	0	3	?	-8.0	-4	-60	COc1ccc(C(=O)N/N=C/c2cc(Br)ccc2O)cc1OC
1.1	1	3	-1	8	.	1	-3.0	2	.	CN(C)C(CNS(=O)(=O)c1ccc(Br)cc1)c1cccnc1 (stereo not given)
-0.2	2	-8	2	-1	-1	-4	-1.7	-3	0	O=C(COC(=O)c1cc(S(=O)(=O)N2CCCCC2)ccc1Cl)NC1CCS(=O)(=O)C1 (stereo not given)
0.8	2	1	-6	2	-9	-8	-0.4	-4	4	O=C(c1cc(C(=O)NCCc2ccccc2)c(=O)n(CCc2ccccc2)c1)c1cc(Cl)ccc1O
-1.1	-2	-1	-2	-4	1	2	-1.2	-3	.	O=C(Nc1ccc(N2CCN(C(=O)c3ccco3)CC2)cc1)c1ccc2c(c1)OCO2
-0.2	2	.	-6	0	-6	-13	-0.7	4	.	Cc1ccc(-c2nc(C3CCN(S(=O)(=O)c4ccc(C(C)(C)C)cc4)CC3)no2)cc1
2.1	-3	1	0	-2	-4	-2	-0.6	0	-9	O=[N+]([O-])c1cc(S(=O)(=O)Nc2cccc(Cl)c2)ccc1N=Nc1c(O)[nH]c2ccccc12
0.2	0	-5	5	4	1	-12	-1.2	0	-20	O=S(=O)(c1ccccc1)N1CCN=C1SCc1ccccc1Cl
2.3	0	-5	-5	-8	15	?	-0.1	-14	-13	CCc1ccc(N2CC(C(=O)Nc3ccc(S(=O)(=O)NCC4CCCO4)cc3)CC2=O)cc1 (stereo not given)
0.0	-1	-2	-7	-3	-5	2	-0.1	2	6	CSCCC(NC(=O)c1ccccc1)C(=O)N1CCN(C(C)=O)CC1 (stereo not given)
-1.0	1	0	5	-8	8	-2	-3.0	.	-8	CN(C)c1nccc(NCc2ccccc2)c1C#N
0.7	-6	0	-3	-5	0	3	-0.9	7	.	CCOC(=O)c1c(C)n(C)c2ccc(OCC(O)CN(CC)CC)cc12 (stereo not given)
-0.1	4	-5	8	-5	1	1	0.6	11	-6	COc1ccc(NC(=O)CCC(=O)N/N=C/c2ccncc2)cc1
-0.7	2	-2	9	-1	2	-9	-2.4	6	-7	CC(C(=O)NCC(=O)Nc1ccc(F)c(F)c1F)N1CCN(c2ccc(O)cc2)CC1 (stereo not given)
1.3	-1	.	-1	-3	-3	-4	-1.8	-2	0	Cc1ccc(C)c(NC(=O)CN(C)C(=O)c2ccccc2OCc2c(C)noc2C)c1
-0.4	-4	1	0	2	1	1	2.0	12	-48	O=C(O)c1cccc(-c2nc3ccccc3[nH]2)c1
0.8	-1	.	4	0	.	-9	-1.9	0	-13	COc1ccc(OCc2nnc(SCC(N)=O)n2-c2ccccc2OC)cc1
-0.4	-2	-5	3	3	-4	3	-0.8	1	8	O=C(NCc1ccccc1)c1ccc(NS(=O)(=O)c2cccs2)cc1
1.4	-5	-1	0	2	12	-7	-0.8	.	27	CSc1ccc(/C=N/NC(=O)c2sccc2C)cc1
1.3	1	-5	-3	5	.	-16	0.0	-10	.	COCCNC(=O)C(OC(=O)c1ccco1)c1ccccc1OC (stereo not given)

# Compound activity deposited in PubChem BioAssay by several laboratories.
